Screening results from PubChem BioAssay.
miR-122 sensor: inhibitors of miR-122 in Huh7 cells; Huh7 miR-122 Renilla luciferase sensor, 48 h; neutral wells = 0, positive control = 100; activation (reporter increase), % at 12.5 µM; 340,000 compounds, 0.3% hits; AID 602342;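 active = mean replicate activation score at least 90 and every replicate individually at or above 90; inconclusive = only one of the two criteria met; inactive = neither criterion met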;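 note: higher luciferase means less miR-122 activity so hits act as miR-122 inhibitors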
Cneo AK release: Cryptococcus neoformans lysis via adenylate kinase release | AID 651654 | lysis activity, % at 15 µM | 360,000 compounds, 0.2% hits | C. neoformans lysis, adenylate kinase release luminescence, 4 h; normalised: neutral wells 0, clomiphene wells 100;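 active = mean lysis activity across replicates of at least 80%, whatever share of replicates individually reach that level; inactive = mean lysis activity below 80%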
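Assay system: Cryptococcus neoformans yeast cells / Dosing: single-point compound dose / Timing: 4 h at 37 °C static, read 1 h later / Measured by: luminescence of released adenylate kinase using an AK detection reagent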
RAD52 inh: blocks human RAD52 DNA annealing; P43351; recombinant RAD52 DNA annealing, FRET fluorescence; inhibition, % at 18.7 µM; 360,000 compounds, 0.46% hits; AID 651710;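 active = every replicate showing at least 50% inhibition; inconclusive = mean inhibition at least 50% but not in every replicate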
RAD54 branch: blocks human RAD54 Holliday junction branch migration. Q92698. FAM/BHQ fluorescence. inhibition, % at 10.4 µM. 360,000 compounds, 0.14% hits. AID 602329;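 active = mean normalized replicate activity at least 40 and at least half of replicates scoring 40 or more; inconclusive = only one of the two criteria met; inactive = mean below 40 and under half of replicates reaching 40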;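 note: 0% = median of neutral control wells and 100% = median of positive control wells; inhibitors cause a drop in the FAM fluorescence signal; in these data hits start at about 50%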
ERAP1 HTS inh: ERAP1 (human) enzyme inhibition | 340,000 compounds, 0.15% hits | inhibition, % at 10.7 µM | Q9NZ08 | AID 652197 | recombinant ERAP1, Leu-AMC fluorescence, 60 min;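 active = mean replicate inhibition of at least 30%, or all replicates individually reaching that 30% level; inactive = mean below 30% and not every replicate reaching it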;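 note: 0% = neutral control wells and 100% = L-leucinethiol positive control wells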
Target sequence (Q9NZ08 whole entry, looked up): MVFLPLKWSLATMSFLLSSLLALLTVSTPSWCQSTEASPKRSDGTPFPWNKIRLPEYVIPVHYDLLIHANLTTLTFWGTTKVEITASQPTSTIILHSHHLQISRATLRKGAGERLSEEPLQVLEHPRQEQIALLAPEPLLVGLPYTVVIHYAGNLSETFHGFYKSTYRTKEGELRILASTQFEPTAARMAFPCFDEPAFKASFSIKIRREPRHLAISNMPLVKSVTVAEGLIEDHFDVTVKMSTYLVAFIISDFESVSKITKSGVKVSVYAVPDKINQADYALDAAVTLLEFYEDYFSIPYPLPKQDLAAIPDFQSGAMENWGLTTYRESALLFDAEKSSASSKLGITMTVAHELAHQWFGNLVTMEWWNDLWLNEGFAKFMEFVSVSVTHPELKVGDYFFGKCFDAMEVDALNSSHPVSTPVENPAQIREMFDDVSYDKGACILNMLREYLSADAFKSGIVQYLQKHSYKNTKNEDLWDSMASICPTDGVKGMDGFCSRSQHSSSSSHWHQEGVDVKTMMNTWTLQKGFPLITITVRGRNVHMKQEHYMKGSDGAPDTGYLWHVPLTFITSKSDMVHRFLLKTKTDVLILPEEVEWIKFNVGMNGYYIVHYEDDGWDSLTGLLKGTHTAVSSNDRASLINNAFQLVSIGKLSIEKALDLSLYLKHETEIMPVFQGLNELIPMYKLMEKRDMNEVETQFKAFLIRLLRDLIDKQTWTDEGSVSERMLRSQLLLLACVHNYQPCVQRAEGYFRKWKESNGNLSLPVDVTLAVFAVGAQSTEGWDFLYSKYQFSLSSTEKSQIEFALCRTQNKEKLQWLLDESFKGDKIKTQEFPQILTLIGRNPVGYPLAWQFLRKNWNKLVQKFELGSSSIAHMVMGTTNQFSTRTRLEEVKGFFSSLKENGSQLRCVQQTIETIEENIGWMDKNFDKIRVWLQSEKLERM
PGC1a acetyl inh: PGC1a acetylation modulation, inhibitor mode; inhibition, % at 15.6 µM; 350,000 compounds, 0.17% hits; U2OS PGC1a acetylation, AlphaScreen anti-acetyl-lysine; with virally co-expressed GCN5 acetyltransferase;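 active = every replicate shows inhibition of at least 40%; inconclusive = mean inhibition at least 40% but some replicate below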;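 note: 0% = neutral control wells and 100% = positive control wells; some results beyond the cut were filed as inactive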
PglD DTNB: blocks C. jejuni PglD acetyltransferase activity | purified PglD enzyme, DTNB colorimetric CoA detection | inhibition, % at 12.5 µM | 360,000 compounds, 0.098% hits | AID 602405; in the data active = inhibition above about 16%, passing the limit was not always enough; inconclusive = no clear call, values can overlap the other calls; note: strong numbers were not always called active
E-sel inducer: E-selectin induction on HUVECs; AID 686992; activation, % at 7.58 µM; 260,000 compounds, 0.37% hits; P16581; HUVEC E-selectin immunofluorescence imaging; normalized: neutral wells 0, TNF-alpha wells 100;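 active = mean E-selectin-positive cell signal at least 10% of the positive control, reached in at least 60% of replicates, without over 20% cell loss; inconclusive = no rule given, readout overlaps actives, possibly toxicity-flagged; inactive = the rest, including those meeting only one limit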;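 note: in these data hits start at about 27%; measured in HUVEC primary endothelial cells; signal is the percent of cells scored E-selectin positive by PE staining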
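material = human umbilical vein endothelial cells (HUVEC), E-selectin induction | quantity = 3,000 cells/well | medium = EGM-2 growth medium on 0.1% gelatin-coated wells | technique = immunofluorescence imaging | read-out basis = % PE-positive cells | control set = TNF-alpha positive control, DMSO neutral control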
* hit, by the source's call; ? = inconclusive; . = no result given; & = joins results of further samples; [ ] = remark or other dose.

mol	miR-122 sensor	Cneo AK release	RAD52 inh	RAD54 branch	ERAP1 HTS inh	PGC1a acetyl inh	PglD DTNB	E-sel inducer
CCO[C@@H]1OC(C(=O)N2CCCCCCC2)=C[C@H](C)[C@H]1CCCO	.	-7	10	-10	1	-7	0	.
CO[C@H]1CN(C)C(=O)c2cc(NC(=O)Nc3ccc(F)cc3)ccc2OC[C@@H](C)NC[C@H]1C	-1[16.7 µM]	-5	0	0	0	9	3	0.0
CCCCSc1nnc(CSc2nc3nc(C)cc(C)n3n2)o1	-10	0	-2	-13	2	6	-3	.
COc1ccc([C@H]2CC(=O)C=C(c3ccc(-c4ccccc4)c(F)c3)C2)cc1OC	.	3	-5	3	.	.	0	-0.1
CC1CC(C)(C)NC(=S)N1CCC(=O)N1CCc2ccccc21 (configuration not stated)	-2	.	-2	.	5	-17	.	0.5
O=C(O)Cc1c(O)ccc2ccccc12	-2	0	.	-11	.	45	-3	.
Cc1ccc(CNC(=O)CSc2n[nH]c(N)n2)cc1	-6	-2	.	4	.	-7	-4	.
Cc1nc(C)c(C(=O)O)s1	-4	0	-12	-10	-1	5	-6	-0.1
COc1cccc(S(=O)(=O)N(C)C[C@H]2OCc3ccccc3-c3ccccc3C(=O)N([C@H](C)CO)C[C@H]2C)c1	.	0	5	-7	-4	-6	-1	1.9
CS(=O)(=O)Nc1ccc2c(c1)[C@H]1C[C@H](CC(=O)NCc3cccc(F)c3)O[C@H](CO)[C@H]1O2	-5[16.7 µM]	21	-10	-1	-1	4	1	0.1
Cc1ccc(S(=O)(=O)Nc2ccc3c(c2)C(=O)N([C@H](C)CO)C[C@@H](C)[C@@H](CN(C)C(=O)Nc2ccc4c(c2)OCO4)OCCCC[C@H](C)O3)cc1	.	.	8	.	0	5	.	-0.3
O=C(NC1CCCCCC1)c1ccc(CS(=O)(=O)Cc2ccc(F)cc2)o1	1	1	-5	-8	0	2	4	.
CCOC(=O)N1CCN(C(=O)c2cc3cc(OC)c(OC)cc3[nH]2)CC1	-1	-1	-11	-6	-2	0	-1	0.1
C[C@H](CO)N1C[C@H](C)[C@H](CN(C)C(=O)Nc2ccccc2F)OCc2cnnn2CCCC1=O	3	0&43	-12&9	-8&5	0&-1	13&-1	1&0	3.4
CN(C)CC#Cc1ccc([C@@H]2[C@@H](CO)N3C(=O)CN(C(=O)c4ccc(F)cc4)C[C@@H]23)cc1	.	.	5	.	0	9	.	-0.1
NC(=O)CN1CCN(c2nc(-c3ccc(F)cc3)cs2)CC1	7	2	.	-2	.	-8	7	.
CCN(CC)C(=O)CNC(=S)N(CCCN1CCOCC1)Cc1cccs1	-5	-1	.	7	.	1	-3	.
CC=Cc1ccc2n(c1=O)C[C@@H]1[C@@H](CO)[C@H](C(=O)NCC(F)(F)F)[C@H]2N1C(=O)C1CCCC1 (mixture of isomers)	.	.	-8	.	0	9	.	-0.4
O=C(C[C@H]1CC[C@@H](NC(=O)C2CC2)[C@H](CO)O1)NC1CCC1	5[16.7 µM]	1	-13	4	0	-1	-5	-0.3
O=S(=O)(c1ccccc1Cl)N1CCC(O)(c2cccnc2)CC1	.	.	-20	.	2	8	.	0.1
O=C1c2ccccc2-c2nnc(-c3ccc(F)cc3)cc21	6	.	-6	.	0	8	.	15
O=C(Nc1cccc(Cl)c1)Nn1cnnc1	.	-2	-12	-8	2	.	10	.
COc1cccc(-c2ccc([C@@H]3[C@H]4CN(CC5CCOCC5)CCCCN4[C@H]3CO)cc2)c1	9[16.7 µM]	-2	42	1	-2	-10	-2	.
CCN(CC(=O)Nc1ccc(NC(C)=O)cc1)CC(=O)Nc1ccc(Cl)c(Cl)c1	5	4	-3	-13	-3	11	-2	0.2
COc1ccccc1C1C(C#N)=C(N)Oc2cc(C)n(Cc3ccccn3)c(=O)c21 (configuration not stated)	0	-1	.	-7	.	.	-4	.
COc1ccc(CNC(=O)c2cn(Cc3ccc(OC(C)=O)cc3)c(=O)s2)cc1	.	-1	-28	7	.	.	-7	.
Cc1ccccc1CC(=O)Nc1ccon1	-4	2	-3	14	0	1	8	.
CC(C)C#Cc1cnc2c(c1)C(=O)N([C@H](C)CO)C[C@H](C)[C@H](CN(C)C(=O)Nc1ccc(F)cc1)O2	9[16.7 µM]	9	12	-3	12	-9	-2	0.5
CCOc1ccc(C(=O)Nc2ccc(S(=O)(=O)N3CCN(C)CC3)cc2)cc1	5	1	-9	3	2	-14	5	.
COc1cccc(S(=O)(=O)N2C[C@@H]3N[C@H](C2)C3c2ccc(-c3cccc(C(=O)N(C)C)c3)cc2)c1 (some centres not stated)	.	.	17&11	.	-4&-3	0&2	.	0.6&0.6
Cc1noc(C)c1NC(=O)Nc1ccc2c(c1)C(=O)N(C)[C@H]1CC[C@H](CC(=O)N[C@@H]3CCN(Cc4ccccc4)C3)O[C@H]1CO2	-10[16.7 µM]	3	20	-4	3	2	3	0.4
O=C(C1CCC1)N1CC(=O)N2[C@H](C1)[C@H](c1ccc(C#CCc3ccccc3)cc1)[C@@H]2CO	.	.	-5	.	1	-5	.	0.1
Cc1cc(C(=O)N2CCCC(Nc3ccc(C(C)C)cc3)C2)nn1C (configuration not stated)	.	1	-12	4	-5	.	-7	-0.3
COc1ccc(-c2ccc3c(c2)[C@H]2[C@H](CCN2C(=O)NC2CCCCC2)[C@H](CO)N3C)cc1	3[16.7 µM]	41	1	16	0	9	-1	0.0
Cc1ccc2ncnc(Oc3ncccc3[N+](=O)[O-])c2c1	3	-2	-15	0	.	0	2	-0.4
Cc1nc(CCNC(=O)C2CCC(=O)N(Cc3cccc(F)c3)C2)sc1C (configuration not stated)	6	-2	-3	6	-1	-2	3	.
Cc1ccc(N2CC(C(=O)N3CCC(C(=O)Nc4cccc(Br)c4)CC3)CC2=O)cc1 (configuration not stated)	-6	7	-16	-13	-1	.	3	.
C(=N\n1cnnc1)/c1ccc(OCc2ccccc2)cc1	-3	-2	.	7	.	-5	-2	.
C[C@H](CO)N1C[C@H](C)[C@@H](CN(C)Cc2ccc(Cl)c(Cl)c2)Oc2ccc(NC(=O)Nc3ccc(F)cc3)cc2C1=O	-2[16.7 µM]	2	-1	-6	1	5	-1	.
NC(=O)C1CCN(C(=O)CCSCc2ccc(Cl)c(Cl)c2)CC1	-2	0	-6	-3	0	2	1	-0.4
CCCCCCCCn1c(N2CCN(c3cccc(Cl)c3)CC2)nc2c1c(=O)[nH]c(=O)n2C	0	-3	.	8	.	9	-15	.
Nc1nc(N)c(N=O)c(OCC2CCCCC2)n1	-4	1	-1	-4	1	.	8	0.1
O=C(Nc1ccc2c(c1)OCCO2)c1cc(-n2cnnc2)ccc1Cl	8	0	.	7	.	3	2	.
CC(=O)Nc1cc2c(cc1NC(=O)Cn1nc(-c3ccc(F)cc3)ccc1=O)OCCO2	-4	3	-10	-3	-5	-4	2	.
Cc1cccc(Nc2nc(N)c([N+](=O)[O-])c(N3CCN(C)CC3)n2)c1	2	-1	.	9	.	.	-11	0.1

Some of these compounds in order of the RAD52 inh value, ascending.
molecule	RAD52 inh
CC(=O)Nc1cc2c(cc1NC(=O)Cn1nc(-c3ccc(F)cc3)ccc1=O)OCCO2	-10
Cc1nc(CCNC(=O)C2CCC(=O)N(Cc3cccc(F)c3)C2)sc1C (configuration not stated)	-3
C[C@H](CO)N1C[C@H](C)[C@@H](CN(C)Cc2ccc(Cl)c(Cl)c2)Oc2ccc(NC(=O)Nc3ccc(F)cc3)cc2C1=O	-1

The listing continues:
mol	miR-122 sensor	Cneo AK release	RAD52 inh	RAD54 branch	ERAP1 HTS inh	PGC1a acetyl inh	PglD DTNB	E-sel inducer
O=C(OCC(=O)N1CCCC1=O)c1cc2ccccc2o1	11	0	-25	-4	0	22	-5	.
CCOc1ccc(CCNC(=O)C2CCCN(c3ncnc4c3nc3n4CCCCC3)C2)cc1 (configuration not stated)	-6	13	-4	-1	3	-27	4	.
COc1cccc(C2c3cc4c(cc3OC(C)(N3CCCC3)C2C)OCO4)c1O (configuration not stated)	23	.	-5	.	2	5	.	0.3
COCCCNC(=O)CC1C[C@H](C(=O)N2CCCCC2)[C@@]2(C)c3[nH]c4ccc(OC)cc4c3CCN2C1=O (some centres not stated)	-1	-1	-6	-4	-3	-2	-5	0.9
O=C(NC1CC1)c1ccc(NC(=O)C2CCCC2)cc1	-3	-1	-6	-10	.	0	4	0.0
Cc1ccc(CNC(=O)[C@H](Cc2ccccc2)NC(=O)C2CCNCC2)cc1	-3	-1	-9	-2	-2	3	-2	0.5
CC(C)NC(=O)NCC[C@H]1CC[C@H](NC(=O)Nc2ccccc2)[C@@H](CO)O1	-2[16.7 µM]	9	-3	-3	-3	1	-2	0.0
COc1cc(OC)c(C(=O)OCC(=O)N2CCOCC2)cc1OC	-8	-1	1	-1	3	-2	4	.
Cc1cc(NC(=O)CN(C)S(=O)(=O)c2ccc(-c3ccc(=O)[nH]n3)s2)ccc1Br	5	6	-6	7	5	-2	5	?
CSCC[C@H](NC(=O)NCc1cccs1)C(=O)O	-1	-6	.	-8	.	-9	-2	.
O=C1CC(c2ccc(Cl)cc2)n2nc(N3C(=O)CCC3=O)nc2N1 (configuration not stated)	3	-8	-18	-7	-3	4	-1	.
CC(C)(C)c1ccc(C(=O)O/N=C(\N)c2ccccn2)cc1	1	-9	-7	13	4	-9	-1	.
CCN(CC)S(=O)(=O)c1ccc(C(=O)NCc2ccc(C)cc2)cc1	-4	-1	.	11	.	-8	-2	.
COc1ccc(CNc2nc3ccccc3s2)cc1OC	6	1	-8	-4	-2	-3	4	.
Cc1ccc(C)c(N2C(=N)S/C(=C\c3ccc(-c4ccccc4C(=O)O)o3)C2=O)c1	-9	-1	-84	-12	3	-3	1	.
FC(F)(F)c1cnc(C(c2ccccc2)c2ncn[nH]2)c(Cl)c1 (configuration not stated)	-5	-1	-11	-3	-8	1	-10	2.3
COC(=O)/C(C#N)=C/c1ccc(C)o1	-6	-1	-12	4	0	5	.	0.2
Cc1ccc(S(=O)(=O)N2CCN(C3CC4CCC3C4)CC2)cc1 (configuration not stated)	.	-1	-13	9	11	.	0	0.0
CN(C)CC#Cc1ccc([C@H]2[C@H](CO)N3CCCCN(CC4CCOCC4)C[C@@H]23)cc1	3[16.7 µM]	0	54*	-24	0	5	2	-0.3
CCOC(=O)N1CCN(Cc2ccc3ccccc3c2)CC1	-3	-5	-14	2	-2	13	0	-0.1
COc1ccc(-c2oc3ccc(-c4cc(OC)c(OC)c(OC)c4)cc3c2-c2ccc(OC)nc2)cc1	-1	0	-10	-3	-2	-12	0	0.1
CN(C)CC/C=C1/c2ccccc2CS(=O)(=O)c2ccccc21	-6	-1	0	-3	-2	.	-1	.
C[C@@H]1CN([C@H](C)CO)C(=O)c2cccc(NC(=O)c3cnccn3)c2O[C@H]1CN(C)S(=O)(=O)c1cn(C)cn1	.	.	-10	.	2	2	.	-0.1
S=C(NCc1ccccn1)Nc1ccccc1	2	0	-6	7	-2	8	4	.
C[C@@H]1CN([C@@H](C)CO)C(=O)c2cc(NC(=O)Nc3cccc4ccccc34)ccc2O[C@@H]1CN(C)C(=O)Nc1cccc2ccccc12	-9[16.7 µM]	14	-6	11	-1	3	0	0.0
